Rab2 wt GTP – changes GTP binding to wildtype dog Rab2A, up or down | P61105 | GST-Rab2 wt beads, Bodipy-GTP binding, flow cytometry | GTP binding activity, % at 10 µM | actives 0.19% (n = 190,000) | AID 760;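 active = GTP binding activity at least 20 points away from 100%, either lowered or raised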;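 also: 0% = beads with excess unlabeled GTP and 100% = no-compound control corrected for plate trend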
Mcl1 Bid PPI – Mcl-1/Bid interaction inhibition. TR-FRET Mcl-1/Bid-Dy647 peptide binding, 1536-well. inhibition, % at 21.7 µM. actives 0.97% (n = 220,000);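 active = compounds that cut the binding signal by more than half at the single screening dose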;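 also: His-tagged Mcl-1 with europium anti-His antibody binding Bid BH3 peptide; 0% = Mcl-1 plus peptide wells and 100% = peptide-only wells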
Target sequence (Q07820 whole entry, looked up): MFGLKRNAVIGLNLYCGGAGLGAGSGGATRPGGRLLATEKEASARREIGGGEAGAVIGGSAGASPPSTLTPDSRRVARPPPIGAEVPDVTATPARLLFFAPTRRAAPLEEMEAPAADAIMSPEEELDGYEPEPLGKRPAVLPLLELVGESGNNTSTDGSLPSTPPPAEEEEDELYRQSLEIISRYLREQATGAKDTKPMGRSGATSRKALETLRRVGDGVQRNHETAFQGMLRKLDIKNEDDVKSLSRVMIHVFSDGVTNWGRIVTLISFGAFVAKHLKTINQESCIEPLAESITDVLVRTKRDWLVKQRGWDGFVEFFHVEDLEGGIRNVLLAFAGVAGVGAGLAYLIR
Bim-Mcl-1 – inhibitors of Bim-Mcl-1 interaction, human; Q07820; Bead-based flow cytometry, Bim peptide-Mcl-1 binding; inhibition, % at 10 µM; actives 0.1% (n = 190,000); AID 1009; in the data active = inhibition above about 40%;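 also: 0% = no compound tracer wells and 100% = peptide blocker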
Rac1 wt GTP bind – modulators of human Rac1 wildtype GTP binding; actives 0.27% (n = 190,000); AID 757; P63000; GTP binding activity (% of control), % at 10 µM; GST-Rac1 beads, fluorescent GTP binding, flow cytometry; actives lie on both sides; 0 = cold GTP competed, 100 = untreated;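 active = GTP binding activity at least 20 points away from the 100% control level, either lower or higher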
Avidin fluor – avidin bead compound fluorescence profile; Avidin beads, compound fluorescence 488/530 nm, flow cytometry; hits give high values; fluorescence (KMESF) at 10 µM; actives 0.38% (n = 220,000); in the data active = fluorescence above about 47; also: inactives centre near 10
Cdc42 wt GTP – modulators (inhibitors or activators) of GTP binding to human Cdc42 wildtype; P60953; GST-Cdc42 beads, Bodipy-GTP binding, flow cytometry; actives lie on both sides; percent activity (GTP binding), % at 10 µM; actives 0.2% (n = 190,000); AID 761;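 active = percent activity GTP binding at least 20 points away from the 100% baseline, either down as inhibitor or up as activator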;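 also: median bead fluorescence of bound Bodipy-FL-GTP at 100 nM; 0% = excess unlabeled GTP control and 100% = no compound control; below 100% means less GTP binding so inhibitor and above means activator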
Target sequence (P60953 whole entry, looked up): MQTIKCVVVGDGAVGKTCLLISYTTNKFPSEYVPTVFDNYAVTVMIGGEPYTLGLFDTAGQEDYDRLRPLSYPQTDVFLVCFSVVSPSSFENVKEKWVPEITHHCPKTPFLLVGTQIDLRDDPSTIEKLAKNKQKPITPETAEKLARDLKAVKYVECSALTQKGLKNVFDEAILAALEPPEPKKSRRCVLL
Mcl1-Noxa inh – Mcl-1/Noxa interaction inhibition | Q07820 | TR-FRET Mcl-1/Noxa peptide binding, 2 h | inhibition, % at 21.7 µM | actives 1.5% (n = 220,000) | AID 1022;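 active = compounds that cut the protein-peptide binding signal by more than 50% relative to plate controls in a single-dose test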;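 also: His-tagged Mcl-1 with rhodamine Noxa BH3 peptide and terbium anti-His antibody; 0% = Mcl-1 plus Noxa peptide wells and 100% = peptide-only wells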
Rac1 act GTP bind – human Rac1 activated mutant GTP binding change; P63000; GST-Rac1 activated beads, fluorescent GTP binding, flow cytometry; actives lie on both sides; 100% means binding = to untreated wells; percent activity (GTP binding), % at 10 µM; actives 0.11% (n = 190,000);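 active = GTP binding at least 20 percentage points away from the 100% baseline, in either direction, so actives lie on both sides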
Rab7 wt modul – modulators of GTP binding to dog Rab7 wildtype GTPase | GST-Rab7 beads, fluorescent GTP binding, flow cytometry; actives lie on both sides; untreated = 100%, excess cold GTP = 0% | GTP binding activity (percent of control), % at 10 µM | actives 0.055% (n = 190,000) | AID 758;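 active = fluorescent GTP binding to Rab7 beads changed by at least 20 points from the 100% baseline, either direction, mostly lower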;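 also: median green fluorescence of bound Bodipy-FL-GTP per Rab7 bead population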
Pf gamet viab – kills late stage P. falciparum gametocytes. inhibition, % at 10.9 µM. actives 0.065% (n = 150,000). P. falciparum stage V gametocytes, ATP luminescence, 24 h. AID 743093;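 active = inhibition above the mean plus 3 SD of compounds within the control limits, set per campaign, cut at about 38% in these data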;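 also: 0% = DMSO wells and 100% = medium only without gametocytes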
HRas wt GTP – modulators of GTP binding to human HRas wildtype | actives 0.14% (n = 190,000) | GTP binding activity, % at 10 µM | P01112 | GST-Ras wt beads, Bodipy-FL-GTP binding, flow cytometry; actives lie on both sides | AID 759;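 active = GTP binding activity at least 20% away from the 100% baseline, either lowered as inhibitor or raised as activator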;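 also: 0% = unlabeled GTP competition control and 100% = no-compound control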
Target sequence (P01112 whole entry, looked up): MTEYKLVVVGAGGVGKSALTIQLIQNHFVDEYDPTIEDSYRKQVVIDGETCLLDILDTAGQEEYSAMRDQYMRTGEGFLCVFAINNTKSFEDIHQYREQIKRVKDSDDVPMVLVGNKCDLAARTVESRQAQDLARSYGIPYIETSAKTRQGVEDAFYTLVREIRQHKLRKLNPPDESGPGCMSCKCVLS
The depositor's hits bear a star; · = not tested or not shown.

SMILES | Rab2 wt GTP | Mcl1 Bid PPI | Bim-Mcl-1 | Rac1 wt GTP bind | Avidin fluor | Cdc42 wt GTP | Mcl1-Noxa inh | Rac1 act GTP bind | Rab7 wt modul | Pf gamet viab | HRas wt GTP
CCN(C(=O)Cn1cc(C(C)=O)c2ccccc21)c1ccccc1 | 100 | -10 | -1 | 102 | 11 | 97 | 1 | 97 | 103 | -6 | 100
COCCCN1C(=O)c2ccc(C(=O)OCC(=O)N(C)c3ccccc3)cc2C1=O | 100 | -19 | -3 | 96 | 8 | 93 | -5 | 94 | 105 | 2 | 98
Cc1nc2c3ccccc3n(CC(=O)c3ccc(F)cc3)c(=O)n2n1 | 102 | -3 | -4 | 104 | 28 | 104 | -16 | 99 | 100 | · | 100
Cc1ccc(S(=O)(=O)c2c(N)n(CCC(C)C)c3nc4ccccc4nc23)cc1 | 100 | -10 | -6 | 100 | 15 | 98 | -19 | 97 | 97 | -11 | 98
O=C(O)C1OC(C(=O)O)C2C1C(F)(F)C2(F)F (configuration not stated) | 103 | 5 | 1 | 105 | 6 | 102 | -1 | 101 | 105 | 12 | 99
Cc1ccccc1Cn1cnc2ccccc2c1=O | 99 | -4 | -3 | 103 | 5 | 101 | 2 | 99 | 95 | 7 | 100
CCOc1ccc(NC(=O)CN2C(=O)CSC(C)C2=O)cc1 (configuration not stated) | 96 | -12 | -1 | 96 | 25 | 92 | -11 | 93 | 106 | 9 | 97
CC(Sc1nc2ccccc2[nH]1)C(=O)Nc1ccc2c(c1)OCCO2 (configuration not stated) | 101 | -9 | 0 | 105 | 29 | 106 | -10 | 101 | 103 | · | 103
O=C(Nc1ncn[nH]1)c1cc(S(=O)(=O)Nc2ccc(Cl)cc2)ccc1Cl | 99 | -7 | -5 | 101 | 2 | 96 | 4 | 104 | 96 | -21 | 103
CCOC(=O)c1[nH]c(C)c(CN(C(C)=O)c2ccc(OCC)cc2)c1C | 98 | -44 | 0 | 98 | 13 | 99 | 7 | 96 | 97 | 12 | 98
Cc1ccc(S(=O)(=O)Nc2ccc(NC(=O)CN3CCCCC3)c(Cl)c2)cc1 | 107 | -15 | -3 | 115 | 9 | 108 | 18 | 109 | 104 | -3 | 108
Cc1ccc(Cl)c(OCCN2CCCC(C)C2)c1 (configuration not stated) | 101 | 43 | 1 | 104 | 12 | 102 | 31 | 101 | 98 | 3 | 101
CCOC(=O)c1sc2nc(N3CCOCC3)c3c(c2c1N)CCC3 | 93 | -12 | -3 | 95 | 8 | 95 | 2 | 94 | 96 | -22 | 94
NCc1ccc2[nH]c(=O)[nH]c2c1 | 102 | -17 | -3 | 97 | 16 | 100 | 8 | 97 | 106 | -9 | 99
COc1ccc(/C=N/N2CCN(C)CC2)c(OC)c1OC | 98 | -25 | 1 | 104 | 9 | 96 | 20 | 97 | 101 | -11 | 99
O=C(Nc1cccc(S(=O)(=O)NC2=NCCCCC2)c1)c1cc(-c2ccccc2Cl)nc2ccccc12 | 99 | -10 | -1 | 103 | 13 | 100 | -34 | 98 | 102 | · | 100
COc1ccccc1N1CCN(C(=O)C2CCN(S(=O)(=O)N3CCOCC3)CC2)CC1 | 102 | -13 | -2 | 102 | 9 | 100 | -15 | 98 | 102 | · | 102
Cc1cc(=O)c(C(=O)O)nn1-c1ccccc1 | 97 | -12 | 0 | 99 | 21 | 98 | -1 | 96 | 96 | 8 | 94
Cc1c(Cl)cccc1Nc1nc(N)nc(CSc2nc3ccccc3s2)n1 | 94 | 15 | 0 | 96 | 6 | 98 | 10 | 94 | 100 | · | 96
Cc1ccc(NC(=O)c2[nH]cnc2C(=O)NN)cc1 | 95 | -62 | 0 | 95 | 11 | 98 | -39 | 95 | 97 | 40* | 92
COc1ccccc1CO/N=C/c1cccn1-c1nccc(N(C)C)c1C#N | 102 | -12 | -11 | 105 | 12 | 104 | 20 | 102 | 100 | -10 | 102
O=C1CN(C(=O)COC(=O)C2=COCCO2)c2ccccc2N1 | 100 | -20 | -7 | 105 | 14 | 99 | 13 | 100 | 101 | · | 100
COC(=O)[C@@]1(Cc2ccc(F)cc2)[C@H]2c3cc(C(=O)N(C)C)n(CCc4ccccn4)c3C[C@H]2CN1C(=O)c1ccccc1 | 100 | -4 | -2 | 102 | 11 | 100 | 5 | 100 | 99 | -32 | 101
C/C(=N/NC(=O)c1cnccn1)c1ccncc1 | 99 | -21 | 2 | 102 | 9 | 98 | 18 | 101 | 97 | 16 | 101
Cc1ccc2cc(CCNC(=O)c3ccc(C)c([N+](=O)[O-])c3)c(=O)[nH]c2c1 | 101 | -12 | -6 | 103 | 3 | 96 | 13 | 99 | 102 | 11 | 102
Cc1ccc(N)cc1S(=O)(=O)N(C)C | 98 | -21 | 0 | 99 | 12 | 98 | -14 | 96 | 96 | 5 | 97
Cc1cccc(-c2noc(CCCC(=O)Nc3cccnc3)n2)c1 | 106 | -17 | -5 | 105 | 6 | 107 | -4 | 103 | 98 | · | 105
C/C(N)=C(/C#N)C(=O)CSc1ncnc2ccccc12 | 95 | -16 | 0 | 95 | 15 | 98 | 35 | 93 | 93 | -8 | 95
COC(=O)c1cc(NC(=O)CC2C(=O)NCCN2C(=O)c2ccc(F)cc2)cc(C(=O)OC)c1 (configuration not stated) | 106 | -9 | -1 | 106 | 9 | 102 | 4 | 100 | 103 | · | 105
CC(NC(=S)Nc1ccccc1)C1COc2ccccc2O1 (configuration not stated) | 105 | -18 | -6 | 104 | 6 | 102 | 10 | 102 | 99 | -10 | 102
S=C(NCc1ccc(Cl)cc1Cl)NC1CCCCC1 | 98 | -7 | -3 | 103 | 3 | 101 | 6 | 98 | 98 | -9 | 97
O=C(O)c1cccc(N=NN2CCCCCC2)c1 | 100 | -30 | 0 | 108 | 6 | 104 | -1 | 100 | 97 | · | 101
COc1cc(C(=S)N2CCOCC2)ccc1OS(=O)(=O)c1ccc(NC(C)=O)cc1 | 101 | -37 | -3 | 103 | 9 | 100 | 1 | 102 | 101 | -1 | 101
COc1ccc(/C=C2/C(=O)OCc3cc(OC)c(OC)cc32)c(OC)c1 | 97 | -51 | 0 | 96 | 3 | 100 | 6 | 98 | 97 | 21 | 101
O=C(COC(=O)CNS(=O)(=O)c1ccc2ccccc2c1)Nc1ccc2c(c1)OCO2 | 97 | -1 | 10 | 100 | 7 | 102 | 17 | 97 | 98 | · | 99
O=C(C1CCCCN1S(=O)(=O)c1ccccc1)N1CCN(C(c2ccccc2)c2ccccc2)CC1 (configuration not stated) | 102 | -9 | -2 | 108 | 8 | 104 | -14 | 101 | 101 | · | 104
O=C(Nc1cccc(S(=O)(=O)Nc2ccccc2Cl)c1)c1ccc(N2CCCC2)c([N+](=O)[O-])c1 | 96 | 14 | -1 | 101 | 12 | 103 | 4 | 97 | 97 | 4 | 97
COc1cc(C(=O)N[C@@H](C)C(=O)NCc2ccco2)cc(OC)c1OC | 96 | -17 | 3 | 103 | 12 | 97 | 3 | 97 | 101 | -14 | 98
Cn1c(SCC(=O)Nc2ccc3cn[nH]c3c2)nnc1-c1cnccn1 | 100 | -29 | -7 | 104 | 36 | 106 | 14 | 101 | 104 | · | 101
C/C(=N\NC(=O)COc1ccc(C(C)(C)C)cc1)c1ccc(N2CCOCC2)cc1 | 99 | -8 | 0 | 105 | 16 | 105 | 14 | 99 | 98 | · | 99

Six compounds already listed, sorted by length of the SMILES, highest first:
SMILES | Rab2 wt GTP | Mcl1 Bid PPI | Bim-Mcl-1 | Rac1 wt GTP bind | Avidin fluor | Cdc42 wt GTP | Mcl1-Noxa inh | Rac1 act GTP bind | Rab7 wt modul | Pf gamet viab | HRas wt GTP
O=C(Nc1cccc(S(=O)(=O)Nc2ccccc2Cl)c1)c1ccc(N2CCCC2)c([N+](=O)[O-])c1 | 96 | 14 | -1 | 101 | 12 | 103 | 4 | 97 | 97 | 4 | 97
O=C(C1CCCCN1S(=O)(=O)c1ccccc1)N1CCN(C(c2ccccc2)c2ccccc2)CC1 (configuration not stated) | 102 | -9 | -2 | 108 | 8 | 104 | -14 | 101 | 101 | · | 104
Cc1ccc2cc(CCNC(=O)c3ccc(C)c([N+](=O)[O-])c3)c(=O)[nH]c2c1 | 101 | -12 | -6 | 103 | 3 | 96 | 13 | 99 | 102 | 11 | 102
O=C1CN(C(=O)COC(=O)C2=COCCO2)c2ccccc2N1 | 100 | -20 | -7 | 105 | 14 | 99 | 13 | 100 | 101 | · | 100
C/C(=N/NC(=O)c1cnccn1)c1ccncc1 | 99 | -21 | 2 | 102 | 9 | 98 | 18 | 101 | 97 | 16 | 101
Cc1ccc(N)cc1S(=O)(=O)N(C)C | 98 | -21 | 0 | 99 | 12 | 98 | -14 | 96 | 96 | 5 | 97

(next part)
SMILES | Rab2 wt GTP | Mcl1 Bid PPI | Bim-Mcl-1 | Rac1 wt GTP bind | Avidin fluor | Cdc42 wt GTP | Mcl1-Noxa inh | Rac1 act GTP bind | Rab7 wt modul | Pf gamet viab | HRas wt GTP
COC(=O)c1cccc(Oc2cccc(C(F)(F)F)c2)n1 | 98 | -20 | 0 | 100 | 12 | 98 | 1 | 95 | 105 | 3 | 98
COc1cccc(CN2CCN(Cc3ccon3)CC2CCO)c1 (configuration not stated) | 101 | -19 | -3 | 101 | 2 | 96 | -3 | 99 | 106 | · | 99
O=C(NCCc1nc2ccccc2[nH]1)Nc1ccccc1 | 98 | -11 | -1 | 106 | 8 | 100 | 10 | 100 | 99 | 9 | 99
CCOc1ccc(CCNC(=O)Cn2cccc2C(=O)c2ccccc2)cc1OCC | 102 | -11 | -1 | 105 | 10 | 103 | 2 | 101 | 97 | 0 | 103
CCOC(=O)CSc1nc2ccccc2c(=O)n1CC | 103 | -32 | -1 | 108 | 13 | 108 | 15 | 103 | 101 | · | 103
CN(C)S(=O)(=O)N1CCC(CCCC2CCN(S(=O)(=O)N(C)C)CC2)CC1 | 94 | 11 | -2 | 94 | 28 | 96 | 10 | 95 | 92 | · | 94
CCN(CC)C(=O)c1sc(NC(=O)c2ccc3c(c2)OCO3)c(C#N)c1C | 97 | -17 | 4 | 104 | 6 | 102 | 8 | 100 | 94 | 4 | 98
CCn1c(SCC(=O)NCc2ccccc2)nc2c(c1=O)SC(C)C2 (configuration not stated) | 100 | -34 | 2 | 104 | 6 | 102 | -29 | 97 | 100 | · | 102
COc1ccc(C(=O)N2CCOCC2)cc1S(=O)(=O)N1CCCc2ccccc21 | 95 | 0 | 0 | 102 | 12 | 97 | 25 | 98 | 97 | · | 97
O=C(O)c1ccnc(SCC(=O)c2ccccc2)c1 | 101 | -29 | -2 | 105 | 4 | 102 | 16 | 97 | 99 | 10 | 102
CN(C)S(=O)(=O)c1cccc(NC(=O)COC(=O)C2(c3ccccc3F)CCCC2)c1 | 96 | 1 | -2 | 103 | 1 | 99 | -3 | 96 | 99 | -19 | 98
CC1CCCCC1NC(=O)c1ccc(N2CCCC2=O)cc1 (configuration not stated) | 95 | -12 | -3 | 94 | 11 | 97 | 8 | 95 | 94 | 0 | 95
O=C(/C=C/c1ccccc1[N+](=O)[O-])NCc1ccncc1 | 92 | -2 | -1 | 96 | 8 | 96 | -3 | 94 | 92 | -27 | 94
